GDH-TPI inh: GDH-TPI coupled enzyme inhibition counter-screen. inhibition, % at 4.8 µM. GDH-TPI coupled enzyme counterscreen, NADH absorbance. hit rate 1.2% among 360,000; in the data active = inhibition above about 30%;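 note: 0% = DMSO wells and 100% = wells lacking the enzyme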
BioA inh: inhibitors of Mycobacterium tuberculosis BioA enzyme; purified M. tuberculosis BioA enzyme, plate reader; inhibition, % at 9.99 µM; hit rate 0.096% among 360,000; in the data active = inhibition above about 40%; inconclusive = no clear call, values can overlap the other calls
FadD28 binding: M. tuberculosis FadD28 bisubstrate binding inhibition. inhibition, % at 12.5 µM. FadD28 bisubstrate probe binding, fluorescence polarization. AID 588549. hit rate 0.22% among 360,000; in the data active = inhibition above about 8.5%, passing the limit was not always enough; inconclusive = no clear call, values can overlap the other calls
Mtb FBA inh: inhibitors of M. tuberculosis fructose-bisphosphate aldolase. P9WQA3. purified M. tuberculosis FBA, fluorescence read-out. inhibition, % at 1 µM. hit rate 2.3% among 360,000. AID 588726; in the data active = inhibition above about 27%;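 note: 0% = vehicle and 100% = reference inhibitor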
MazF activator: MazEF (E. coli) toxin RNase activation; P0AE70; hit rate 0.32% among 350,000; FAM/BHQ RNA-DNA oligo cleavage fluorescence, 5 h; activation, % at 20 µM; AID 504720; in the data active = activation above about 50%
Target sequence (P0AE70 whole entry, looked up): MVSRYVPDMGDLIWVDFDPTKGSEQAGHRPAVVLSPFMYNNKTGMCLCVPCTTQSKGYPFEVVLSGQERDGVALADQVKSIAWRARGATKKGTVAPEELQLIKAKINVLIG
PrPC TRFRET: reduces human prion protein on the cell surface | cell surface PrPC, TR-FRET read-out | AID 720596 | P04156 | hit rate 0.43% among 370,000 | inhibition, % at 13.8 µM; in the data active = inhibition above about 24%; note: 0% = median of the test wells and 100% = reference compound wells
UGM FP inh: blocks M. tuberculosis UGM enzyme | hit rate 0.06% among 320,000 | inhibition, % at 10 µM | purified UGM, fluorescence polarization probe displacement | AID 504406; in the data active = inhibition above about 10%, passing the limit was not always enough; inconclusive = no clear call, values can overlap the other calls
Target sequence (P9WIQ1 whole entry, looked up): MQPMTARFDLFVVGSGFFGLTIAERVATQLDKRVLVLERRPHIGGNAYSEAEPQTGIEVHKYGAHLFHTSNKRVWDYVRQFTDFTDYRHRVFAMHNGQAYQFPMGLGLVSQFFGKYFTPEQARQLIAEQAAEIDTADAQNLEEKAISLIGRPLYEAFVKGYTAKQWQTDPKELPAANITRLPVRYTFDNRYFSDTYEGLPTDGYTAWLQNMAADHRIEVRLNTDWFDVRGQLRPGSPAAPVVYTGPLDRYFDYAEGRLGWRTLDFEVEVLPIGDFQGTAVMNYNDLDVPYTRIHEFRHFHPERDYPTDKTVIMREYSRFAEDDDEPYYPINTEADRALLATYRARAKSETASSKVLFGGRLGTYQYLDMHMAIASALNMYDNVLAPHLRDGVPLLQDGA
BoNT-F LC inh: BoNT F light chain protease inhibition; Multiplex microsphere protease cleavage assay, flow cytometry; inhibition, % at 10 µM; hit rate 0.22% among 360,000; AID 588497; in the data active = inhibition above about 35%, passing the limit was not always enough; inconclusive = no clear call, values can overlap the other calls; note: plate controls were buffer without enzyme for full effect and enzyme alone for no effect
Rv3671c inh: Rv3671c (M. tuberculosis) protease inhibition; P9WHR9; inhibition, % at 5.96 µM; hit rate 0.048% among 320,000; AID 2606; in the data active = inhibition above about 38%;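 note: extracellular domain of Rv3671c used as enzyme; 0% = enzyme with DMSO and 100% = no enzyme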
Target sequence (P9WHR9 whole entry, looked up, the tested form may be a part): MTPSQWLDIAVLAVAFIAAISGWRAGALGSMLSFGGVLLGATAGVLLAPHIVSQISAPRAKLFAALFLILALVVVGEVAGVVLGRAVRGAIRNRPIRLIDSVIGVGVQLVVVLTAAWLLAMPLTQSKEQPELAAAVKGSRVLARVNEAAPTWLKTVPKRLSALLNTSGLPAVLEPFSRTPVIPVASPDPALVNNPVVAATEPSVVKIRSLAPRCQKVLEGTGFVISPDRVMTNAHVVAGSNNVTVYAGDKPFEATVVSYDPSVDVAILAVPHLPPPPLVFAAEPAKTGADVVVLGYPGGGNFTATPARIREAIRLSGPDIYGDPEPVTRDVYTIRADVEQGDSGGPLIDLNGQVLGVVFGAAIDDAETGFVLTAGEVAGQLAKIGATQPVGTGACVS
* = called active by the depositor; ? = inconclusive; / = no result given; + = active, no number.

SMILES	GDH-TPI inh	BioA inh	FadD28 binding	Mtb FBA inh	MazF activator	PrPC TRFRET	UGM FP inh	BoNT-F LC inh	Rv3671c inh
O=C1CCCC1C(=O)Nc1ccc2ccccc2c1 (stereo not given)	5	-0.6	-4.1	3	5	7	1.3	?	5
Cn1c(-c2ccccc2)cnc1SCC(=O)NCc1ccco1	-2	0.7	-2.0	0	2	7	-1.8	0	-5
Cc1cc(C)n(-c2ccc(NC(=O)C3CCCCN3Cc3cccc4c3OCO4)cc2)n1 (stereo not given)	-2	-0.6	-7.0	-1	-2	1	/	3	/
C#CCNC(=O)C1=C[C@@H](c2ccc(Br)cc2)C[C@@H](OCCCCO)O1	-1	-0.8	-1.8	0	-3	4	2.3	-2	2
CCOC(=O)c1ccc(NC(=S)N2CCN(CCNC3=CC(=O)CC(C)(C)C3)CC2)cc1	3	/	0.3	1	6	2	-1.2	2	-1
O=C(Cc1cccs1)NCc1cccc(Br)c1	9	-0.6	-2.2	8	-7	10	-0.5	-36	/
COc1cccc(N2CCN(S(=O)(=O)c3ccc4c(c3)NC(=O)C(C)C(=O)N4)CC2)c1 (stereo not given)	6	/	0.0	2	-1	-2	-2.8	2	5
COc1ccc(S(=O)(=O)NCC2CCC(C(=O)NCCCN3CCCC3=O)CC2)cc1 (stereo not given)	10	-0.2	0.5	2	-2	6	2.8	0	6
CCCOC(=O)C1=C(C)OC23OC(N)=C(C#N)C12C(=O)c1ccccc13 (stereo not given)	5	30	-2.5	16	0	-1	1.9	-8	1
COc1ccc(NC(=O)C2CCN(S(=O)(=O)c3cccc4cccnc34)CC2)cc1	-3	-0.6	-4.2	2	10	5	0.1	-4	1
COc1ccc(CNC(=O)N2CCN(S(=O)(=O)c3ccccc3F)CC2)cc1	-8	-1.0	-4.7	-4	2	-3	-0.7	-13	4
CC(C)(C)c1ccc(C(=O)Nc2sc3c(c2C(=O)O)CCC3)cc1	22	/	14*	14	6	-1	-2.7	2	1
Cc1nc2ccc(NC3=NCCCCC3)cc2s1	-6	-1.0	-1.5	5	-5	-6	1.9	-27	4
COc1ccc(C)cc1CN1C(=O)c2ccccc2C1=O	-12	0.2	/	-2	-1	28*	-0.6	4	-3
CCCC(=O)NC(c1ccco1)c1cc(Cl)c2cccnc2c1O (stereo not given)	0	-5.4	-1.2	0	5	-7	6.0	-12	9
COc1ccc(S(=O)(=O)N2CCN(C(=O)CC(C)C)CC2)cc1	-9	1.4	1.7	4	10	-2	-0.4	40*	-5
CC(C)CCN1CCN(Cc2cccn2-c2ccc(Cl)cn2)CC1CCO (stereo not given)	1	/	-1.0	2	4	-7	-1.0	-9	5
C=CCn1c(NC(=O)CC)c(C(=O)OCC)sc1=S	26	/	-0.5	-5	-1	2	-3.2	5	3
COc1ccccc1/C=N\N=C(\N)c1ccccn1	26	/	-4.1	-6	-1	-5	-1.8	4	-8
Cc1cccc([C@@H]2[C@@H]3C(=O)N(Cc4ccccc4)C(=O)[C@@H]3[C@]3(Cc4ccccc4)C(=O)N(c4ccccc4)C(=O)N23)c1	2	-1.4	-6.7	-1	-19	4	1.3	3	-17
CC(Sc1nc2ccccc2[nH]1)C(=O)Nc1ccc2c(c1)OCCO2 (stereo not given)	4	1.6	-1.0	0	-1	-5	-3.0	0	5
Cc1noc(C)c1COc1ccc(C(=O)NCCOc2ccccc2)cc1	-4	0.2	/	0	-19	2	-2.5	-3	-8
Cc1cccc(NC(=O)CSc2nnc(Cn3cnc4ccccc43)o2)c1	4	0.1	0.5	-1	3	4	-0.1	7	3
O=C(CC(c1ccc(F)cc1)c1ccco1)N1CCCC1 (stereo not given)	2	1.9	-1.2	0	4	0	-1.6	-5	1
COc1ccc2c(c1)CC/C(=C\c1ccc(OC)c(Cn3nc(C)cc3C)c1)C2=O	27	-0.4	-1.4	-2	-5	0	1.8	-3	-8
O=C(Cn1cnc2ccccc2c1=O)c1ccc2c(c1)OCCO2	-4	-0.1	-3.2	0	0	3	0.5	2	-8
CCOc1ccccc1NC(=O)c1cc2ccccc2o1	6	-1.4	-3.4	0	-14	4	/	-14	/
O=C(c1ccc(N2C(=O)c3ccccc3C2=O)cc1)N1CCN(S(=O)(=O)c2ccccc2F)CC1	5	-1.2	-1.1	0	8	-2	/	-2	/
O=C(NNC1=Nc2ccccc2SC1)c1ccc(F)cc1	4	/	-0.8	3	-2	4	-1.4	-5	9
CCc1cc(Cn2nc(-c3ccccc3)cc2C(=O)O)on1	3	-1.8	-1.3	1	0	6	3.7	-8	-14
CCN1CCN(c2cc(C)c3cc(NC(=S)NCc4cccs4)ccc3n2)CC1	4	0.9	-3.6	11	14	-21	-1.6	-5	4
O=C(CSc1ccc(-c2ccco2)nn1)c1ccc(F)cc1	8	2.5	-3.0	2	1	3	0.7	-12	1
COc1ccc(CCNC(=O)COC(=O)c2ccc(C)s2)cc1	-3	-0.6	-2.4	2	3	-5	-1.6	-2	-6
Nc1ncncc1-c1ccc2ccccc2c1	5	-2.0	-4.0	4	9	2	-0.3	?	5
O=[N+]([O-])c1cccc(COc2ccc(CN3CCCC3)cc2)c1	14	1.8	-0.2	0	5	-27	/	-6	/
COc1ccc(S(=O)(=O)NCc2cccnc2)cc1C(=O)N1CCCCC1	5	1.1	0.8	0	7	0	0.5	13	4
CC(NC(=O)c1ccco1)C(=O)O (stereo not given)	-3	0.7	0.5	2	4	7	-2.6	-5	1
CN(C(=O)c1ccccc1OCc1ccc(F)cc1)c1c(N)n(Cc2ccccc2)c(=O)[nH]c1=O	2	0.3	0.0	1	-2	-9	/	6	/
Cc1nn(Cc2ccccc2)c2c1C(c1ccccc1)C(C#N)=C(N)O2 (stereo not given)	-3	1.8	-4.6	2	5	8	-1.7	-11	2
O=C(O)CCC(=O)N1N=C(c2ccco2)CC1c1ccco1 (stereo not given)	5	-0.1	-2.6	2	6	4	1.6	/	4
O=C(CN(C(=O)c1csnn1)c1ccc(Br)cc1)NC1CCCC1	-4	2.6	-2.9	2	-1	8	1.2	3	2
Cc1c(Cc2ccccc2)sc(/N=C/c2ccc3ccccc3c2)c1C(N)=O	4	/	-1.4	4	-2	/	-1.3	29	-1
Cc1ccccc1-n1c2nc(=O)n(C)c(=O)c-2cc2ccccc21	21	1.4	-2.8	131*	-9	-17	-1.3	?	6
CN(C)CCCN(C(=O)CCOc1ccccc1)c1nc2ccc(F)cc2s1	-9	3.7	-4.3	-4	12	6	/	0	/
CC(C)=CC(=O)Nc1ccc(S(=O)(=O)Nc2onc(C)c2C)cc1	18	-1.4	-2.8	-2	3	3	1.0	?	0
COc1cc(CCN(C(=O)c2cc3ccccc3[nH]2)C(c2ccccn2)c2nc3ccccc3[nH]2)cc(OC)c1 (stereo not given)	/	1.3	-1.6	2	/	0	/	-2	/
CCOP(=S)(NN(Cc1ccccc1)C(=O)c1ccccc1)OCC	-2	/	-1.9	-3	-5	9	0.1	-6	-6
O=C1NC2(CCCCCC2)C(=O)N1Cc1ccccc1F	8	0.2	-3.4	2	10	-2	-0.2	5	12
CCC(Oc1ccccc1)C(=O)Nc1ccsc1C(=O)OC (stereo not given)	-4	/	-3.4	-3	-4	0	0.1	1	-8
CN(C)S(=O)(=O)c1ccc(C(=O)NCC(=O)N/N=C/c2ccccc2Cl)cc1	8	/	-0.1	-1	11	1	-1.6	-5	0
(more compounds)
SMILES	GDH-TPI inh	BioA inh	FadD28 binding	Mtb FBA inh	MazF activator	PrPC TRFRET	UGM FP inh	BoNT-F LC inh	Rv3671c inh
CCCCNC(=O)[C@@H]1CC=C[C@@H]2CCN(C3CC3)C(=O)[C@@H]21	1	-1.8	-1.2	-2	13	-6	2.8	-7	-7
CC(C)(Oc1ccc(Cl)cc1)C(=O)N1CCN(C(=O)c2ccco2)CC1	-5	2.9	-3.7	1	-9	-7	-0.8	-5	7
O=S(=O)(c1cccc(C(F)(F)F)c1)N1CCN(S(=O)(=O)c2ccc3c(c2)OCCO3)CC1	-2	0.2	-1.6	-3	2	/	-0.9	5	-4
Nc1ccc(-c2nc3ccccc3s2)cn1	23	-1.9	-6.6	+	8	-2	-1.8	0	0
CCN(CC)c1ccc(NC(=O)CN2CCN(CC(=O)Nc3ccc(F)cc3)CC2)cc1	5	0.4	1.4	1	0	-9	-0.1	1	3
Cc1ccc2nc(C)c(C)nc2c1N	-2	-2.3	-4.5	0	2	-14	-1.0	-8	2
COC(=O)c1[nH]c2ccccc2c1NC(=O)CN1CCN(Cc2ccc3c(c2)OCO3)CC1	2	3.4	-1.4	7	0	-1	1.2	-7	6
Cc1ccc(S(=O)(=O)CCC(=O)OCn2nnc3ccccc3c2=O)cc1	-4	-0.6	-0.4	6	-4	-6	-1.2	1	8
COc1cc(/C=C(/C#N)c2nc3ccccc3[nH]2)ccc1OC(=O)c1ccco1	10	-0.5	-5.0	6	44	-1	-0.7	17	-36
N#Cc1ccc(Sc2nc3ccccc3[nH]2)cc1C#N	-2	19	-1.3	-1	-34	6	-1.6	-6	-3
CC(SCc1cn2cc(Cl)ccc2n1)C(=O)O (stereo not given)	-1	/	-0.4	5	-10	9	-2.8	0	12
Cn1c(CCCNC(=O)c2cccs2)nc2ccccc21	-1	7.8	-2.7	1	2	-3	1.8	-10	3
COC(=O)c1ccc(Oc2ccc(C(C)(C)C)cc2)c([N+](=O)[O-])c1	1	/	1.1	2	-13	-5	0.5	-3	7
COc1ccccc1CN1C(=O)c2cccc3cccc(c23)C1=O	3	0.3	-0.8	6	16	2	-1.6	-2	-21
Fc1ccc2c(-c3cccc(C(F)(F)F)c3)c(-c3ccccc3)ncc2c1	2	-1.1	-1.6	0	-6	-3	0.4	-7	-20
CCOC(=O)c1ccc(N=C(CC)c2c(O)n(C)c(=O)n(C)c2=O)cc1	-18	/	-4.9	2	5	6	-1.9	?	3

Among those listed so far, nine contain a furan ring, fused or not:
SMILES	GDH-TPI inh	BioA inh	FadD28 binding	Mtb FBA inh	MazF activator	PrPC TRFRET	UGM FP inh	BoNT-F LC inh	Rv3671c inh
Cn1c(-c2ccccc2)cnc1SCC(=O)NCc1ccco1	-2	0.7	-2.0	0	2	7	-1.8	0	-5
CCCC(=O)NC(c1ccco1)c1cc(Cl)c2cccnc2c1O (stereo not given)	0	-5.4	-1.2	0	5	-7	6.0	-12	9
O=C(CC(c1ccc(F)cc1)c1ccco1)N1CCCC1 (stereo not given)	2	1.9	-1.2	0	4	0	-1.6	-5	1
CCOc1ccccc1NC(=O)c1cc2ccccc2o1	6	-1.4	-3.4	0	-14	4	/	-14	/
O=C(CSc1ccc(-c2ccco2)nn1)c1ccc(F)cc1	8	2.5	-3.0	2	1	3	0.7	-12	1
CC(NC(=O)c1ccco1)C(=O)O (stereo not given)	-3	0.7	0.5	2	4	7	-2.6	-5	1
O=C(O)CCC(=O)N1N=C(c2ccco2)CC1c1ccco1 (stereo not given)	5	-0.1	-2.6	2	6	4	1.6	/	4
CC(C)(Oc1ccc(Cl)cc1)C(=O)N1CCN(C(=O)c2ccco2)CC1	-5	2.9	-3.7	1	-9	-7	-0.8	-5	7
COc1cc(/C=C(/C#N)c2nc3ccccc3[nH]2)ccc1OC(=O)c1ccco1	10	-0.5	-5.0	6	44	-1	-0.7	17	-36

Fetched by structure from the list above:
SMILES	GDH-TPI inh	BioA inh	FadD28 binding	Mtb FBA inh	MazF activator	PrPC TRFRET	UGM FP inh	BoNT-F LC inh	Rv3671c inh
COc1ccccc1CN1C(=O)c2cccc3cccc(c23)C1=O	3	0.3	-0.8	6	16	2	-1.6	-2	-21
Cn1c(CCCNC(=O)c2cccs2)nc2ccccc21	-1	7.8	-2.7	1	2	-3	1.8	-10	3
